Bioassay records: PubChem BioAssay, several laboratories
sEH inh: inhibitors of human soluble epoxide hydrolase; 0.34% of 91,000 active; recombinant human sEH enzymatic activity assay; P34913; inhibition, % at 2 µM; AID 707; in the data active = inhibition above about 80%; also: values of inactives mirror those of a sister screen read the other way; many of its hits are not listed in these tables
MT1-MMP txn act: activates MT1-MMP transcription | HT1080 MT1-MMP promoter luciferase reporter, luminescence, overnight; stronger effect = higher value | activation factor at 10 µM | 0.16% of 86,000 active | AID 750;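 active = activation factor of at least 2 for MT1-MMP transcription at 10 µM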
Mac1 fbg inh: blocks human CD11b/CD18 adhesion to fibrinogen; K562 CD11b/CD18 adhesion to fibrinogen, ATPlite luminescence; Mn2+ added to activate the integrin; P05107+P11215; AID 1497; 0.54% of 93,000 active; inhibition, % at 10 µM;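 active = primary inhibition of 50% or more at 10 µM, then 40% or more on retest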; also: some results filed as inactive read as strong as hits
Target sequence (P05107 whole entry, looked up, other chains not shown): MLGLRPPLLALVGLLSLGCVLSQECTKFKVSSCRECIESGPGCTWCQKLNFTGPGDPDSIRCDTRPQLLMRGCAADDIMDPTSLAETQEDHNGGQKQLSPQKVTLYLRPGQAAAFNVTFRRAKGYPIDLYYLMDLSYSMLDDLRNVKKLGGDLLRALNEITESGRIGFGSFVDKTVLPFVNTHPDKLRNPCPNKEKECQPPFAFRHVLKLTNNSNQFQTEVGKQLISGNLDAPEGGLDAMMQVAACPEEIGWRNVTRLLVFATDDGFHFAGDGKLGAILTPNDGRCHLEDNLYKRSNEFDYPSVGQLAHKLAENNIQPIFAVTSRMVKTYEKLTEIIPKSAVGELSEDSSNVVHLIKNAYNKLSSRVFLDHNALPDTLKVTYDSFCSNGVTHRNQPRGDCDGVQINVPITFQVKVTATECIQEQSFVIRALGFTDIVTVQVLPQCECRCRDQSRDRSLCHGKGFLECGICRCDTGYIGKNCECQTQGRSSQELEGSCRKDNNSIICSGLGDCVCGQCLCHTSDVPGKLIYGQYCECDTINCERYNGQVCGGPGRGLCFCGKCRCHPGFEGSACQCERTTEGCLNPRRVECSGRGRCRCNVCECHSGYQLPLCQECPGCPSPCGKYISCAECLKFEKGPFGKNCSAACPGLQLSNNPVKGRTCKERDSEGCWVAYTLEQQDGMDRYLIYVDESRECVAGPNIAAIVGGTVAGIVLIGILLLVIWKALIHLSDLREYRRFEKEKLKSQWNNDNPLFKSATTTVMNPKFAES
sEH act: soluble epoxide hydrolase (human) activation | purified human sEH enzymatic activity, activator screen | activation, % at 2 µM | 0.04% of 91,000 active; in the data active = activation above about 37%; also: values of inactives mirror those of a sister screen read the other way
ERa coact pot: enhances coactivator binding to human estrogen receptor alpha; TR-FRET ERalpha-LBD/SRC-Cy5 coactivator binding, 2 h; 100 = basal binding, no effect; coactivator binding (% of control), % at 25.6 µM; 1.3% of 86,000 active; AID 639; in the data active = activity above about 200%;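 also: binding measured in presence of low estradiol as agonist stimulus; 0% = peptide alone without receptor and 100% = receptor with peptide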
Mac1 fbg enh: enhancers of human CD11b/CD18 binding to fibrinogen. P05107+P11215. activation, % at 10 µM. 0.07% of 93,000 active. AID 1499. K562 CD11b/CD18 adhesion to fibrinogen, ATPlite luminescence;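 active = 10 µM primary screen giving 50% or more activity, confirmed by 40% or more on retest at that dose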; also: strong numbers were not always called active; reference of the scale not given here
Calb biofilm kill: kills Candida albicans biofilms | inhibition, % at 6 µM | 0.14% of 85,000 active | AID 834 | C. albicans biofilm + clotrimazole, Alamar Blue;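 active = inhibition above 20%; inactive = inhibition below 20%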;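 also: preformed 24 hr biofilms exposed to compound for 48 hr; 0% = biofilm without compound and 100% = blank killed by clotrimazole plus chlorhexidine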
ERb SRC1 inh: ER-beta (human) coactivator binding inhibition. TR-FRET ER-beta LBD / SRC1-Cy5 peptide binding; receptor agonist-loaded with 1 µM estradiol. 1.3% of 86,000 active. AID 633. Q92731. inhibition, % at 25.6 µM;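 active = compounds whose percent inhibition of the receptor-coactivator binding signal exceeds about 50% in the single-dose screen, limit read from the data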;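 also: 0% = receptor plus peptide wells without compound and 100% = peptide-only wells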
Smad3 inh: inhibitors of human Smad3 transcription factor binding | 0.29% of 88,000 active | P84022 | TR-FRET Smad3/Dy647-FoxH1 peptide binding, europium anti-His | AID 630 | inhibition, % at 25 µM;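 active = compounds that reduce the energy-transfer binding signal between the protein and its labelled peptide by more than half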;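 also: 0% = Smad3 plus labelled peptide maximal FRET and 100% = peptide-only background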
* = called active by the depositor; . = no result given; [ ] = dose if it differs, or a comment.

Start of the data: the first 6 compounds (preview)
SMILES	sEH inh	MT1-MMP txn act	Mac1 fbg inh	sEH act	ERa coact pot	Mac1 fbg enh	Calb biofilm kill	ERb SRC1 inh	Smad3 inh
Cc1cc(C)nc(SCC(=O)Nc2ncc3c(n2)CCCC3=O)n1	-4	1	-20	6	124	5	4	5	3
CCCCn1nc2cc(C(=O)NCC34CC5CC(CC(C5)C3)C4)ccc2c1OCC	-18	.	7	15	.	-4	.	.	.
CCCCOc1ccc(OCCNS(=O)(=O)N(C)C)cc1	5	1.1	2	-6	127	-3	3	1	-5
CCCn1c(CCC(=O)O)ccc1-c1cccs1	-2	1	10	4	90	2	8	-26	14
CC1CCCCN1S(=O)(=O)c1ccc(C(=O)Nc2sccc2C(N)=O)cc1 (stereo unspecified)	-12	.	34	10	125	-6	7	-5	-5
Cc1cc(C(=O)N2CCCc3ccccc32)no1	-5	1.1	.	7	107	.	1	-3	7

Main list, from the first entry:
SMILES	sEH inh	MT1-MMP txn act	Mac1 fbg inh	sEH act	ERa coact pot	Mac1 fbg enh	Calb biofilm kill	ERb SRC1 inh	Smad3 inh
Cc1cc(C)nc(SCC(=O)Nc2ncc3c(n2)CCCC3=O)n1	-4	1	-20	6	124	5	4	5	3
CCCCn1nc2cc(C(=O)NCC34CC5CC(CC(C5)C3)C4)ccc2c1OCC	-18	.	7	15	.	-4	.	.	.
CCCCOc1ccc(OCCNS(=O)(=O)N(C)C)cc1	5	1.1	2	-6	127	-3	3	1	-5
CCCn1c(CCC(=O)O)ccc1-c1cccs1	-2	1	10	4	90	2	8	-26	14
CC1CCCCN1S(=O)(=O)c1ccc(C(=O)Nc2sccc2C(N)=O)cc1 (stereo unspecified)	-12	.	34	10	125	-6	7	-5	-5
Cc1cc(C(=O)N2CCCc3ccccc32)no1	-5	1.1	.	7	107	.	1	-3	7
CC(C)(C)NS(=O)(=O)c1ccc(NS(C)(=O)=O)cc1	-2	1	1	5	99	-1	5	-1	-5[fluorescence artefact?]
COc1ccc(OC)c(NC(=O)CSc2nnc(CNC(=O)c3ccco3)o2)c1	13	.	4	-12	105	-2	-1	-2	-3
CCOc1ccccc1NC(=O)Cn1c(C)cc(COC)c(C#N)c1=O	-10	1.3	-10	11	114	-5	9	2	-8
Cc1nc(C#N)c(NCc2ccc3c(c2)OCO3)o1	4	1.2	8	-1	94	-4	3	-6	3
O=C(COC(=O)C1=COCCO1)Nc1ncc(C(F)(F)F)cc1Cl	3	1	-8	-5	109	-2	4	1	-6
O=C(Cn1cnc2c(cnn2-c2ccc(F)cc2)c1=O)NCCc1ccccc1	.	1.1	.	.	106	.	0	37[fluorescence artefact?]	-8
CC(NC(=O)c1ccccc1O)c1ccccc1 (stereo unspecified)	4	.	-1	-3	101	-4	3	-5	-3
Cc1nn(-c2ccccc2)c(C)c1/C=N/NC(=O)c1cc(-c2ccc(Cl)s2)[nH]n1	0	.	28	1	.	-2	.	.	.
CCn1c(SCc2nc3ccccc3[nH]2)nnc1-c1ccccc1OC	16	1.1	16	-17	124	-6	-1	0	8
O=C(CSc1nc2ccccc2s1)NC(=O)NCc1ccco1	3	1.2	.	-2	141[fluorescence artefact?]	.	-1	21[fluorescence artefact?]	-12[fluorescence artefact?]
CC(C)C(=O)c1cc2c(cc1NC(=O)c1ccccc1)OCCO2	-3	1	.	2	110	.	14	14[fluorescence artefact?]	3
COc1ccc(S(=O)(=O)N2CCCCCC2)cc1	-19	1.1	2	17	113	-6	7	-4[fluorescence artefact?]	4
Cc1ccc(C(O)P(=O)(OC2CCCCC2)OC2CCCCC2)cc1 (stereo unspecified)	2	1.1	-22	-4	97	-2	8	-5	18
CC1(C(=O)NC2CCCC2)CCC(=O)N1Cc1cccs1 (stereo unspecified)	2	1.2	-6	-3	95	0	12	12[fluorescence artefact?]	-14
COc1cc2c(cc1OC)CN(C(=O)CSc1nnc(C)s1)CC2	-6	1.2	-16	6	100	1	2	-11	11
CCCCN(Cc1ccccc1)C(=O)c1cnc2n(c1=O)CCS2	9	1.1	.	-7	95	.	-6	6[fluorescence artefact?]	1
CNc1nc(NCCOC23CC4CC(CC(C4)C2)C3)nc(OCC(F)(F)F)n1	-7	1.1	-9	11	102	8	-4	-2	8
Cc1cc(C)nc(NS(=O)(=O)c2ccc(NC(=O)COc3ccccc3)cc2)n1	-10	1.1	.	10	111	.	8	4	13
CCOC(=O)CCn1nc(-c2ccccc2)cc1N	0	1.5	-14	1	111	1	4	-2[fluorescence artefact?]	2
New compounds follow.
SMILES	sEH inh	MT1-MMP txn act	Mac1 fbg inh	sEH act	ERa coact pot	Mac1 fbg enh	Calb biofilm kill	ERb SRC1 inh	Smad3 inh
Oc1cc(Cc2ccccc2)cnc1CN1CCCCC1	8	1.1	-22	-7	104	1	7	6	12[fluorescence artefact?]
CC(=O)Nc1cccc(NC(=O)CSc2ccc(C(F)(F)F)cc2[N+](=O)[O-])c1	-1	.	-9	1	.	-2	.	.	.
N#CC1=C(SCC(=O)c2ccc(Br)cc2)NC2=C(C(=O)CCC2)C1c1ccco1 (stereo unspecified)	.	0.9	18	.	161	-4	8	12[fluorescence artefact?]	-4
COc1cc(Br)c(C(C)NC(=O)c2ccc(C)cc2)cc1OC (stereo unspecified)	-10	.	13	13	.	-5	.	.	.
CCOc1ccc(N(CC(=O)Nc2ccccc2C)S(=O)(=O)c2c(C)noc2C)cc1	4	0.4	6	-1	101	-2	13	-3	-1
CCCCOC(=O)c1cccc(NC(=O)CCC(=O)O)c1	2	1.3	7	-2	123	16	0	-164[fluorescence artefact?]	-10
CCOC(=O)CN1NC2(CCCC(C)C2)NC1=S (stereo unspecified)	-3	1.2	-30	3	96	-2	6	-2	20[fluorescence artefact?]
Cc1ccc(-c2nc(C3CCN(S(C)(=O)=O)CC3)no2)cc1	.	1.6	4	.	95	-3	-4	-5	4
Cc1ccc(C(=O)CSc2nnc(-c3ccco3)n2CC2CCCO2)cc1 (stereo unspecified)	9	1.1	-8	-8	97	1	7	7	12
Cc1cc(C)c(C2C(C#N)=C(N)Oc3n[nH]c(C)c32)cc1CN1CCOCC1 (stereo unspecified)	10	1.1	-5	-10	91	-4	-1	-10	6
Nc1nc(SCC(=O)N2CCCC2)[nH]c(=O)c1-c1ccccc1	2	1.2	2	4	91	-3	6	18	8
N#Cc1cc(Oc2cccnc2)c(Oc2cccnc2)cc1C#N	-8	1.1	14	4	46[fluorescence artefact?]	-3	-6	61*[fluorescence artefact?]	1
Cc1ccc(S(=O)(=O)N(Cc2ccccc2)c2ccccc2C(=O)NCc2ccco2)cc1	-8	.	4	10	.	1	.	.	.
Cc1ccc(-c2cc(-c3ccc(Cl)cc3)c(C#N)c(N)n2)o1	-5	1.1	10	4	75[fluorescence artefact?]	1	6	24[fluorescence artefact?]	12
Cc1cc(NS(=O)(=O)c2ccc(NC(=O)C(C)Oc3ccc4c(C)cc(=O)oc4c3)cc2)no1 (stereo unspecified)	7	1	-5	-5	94	-1	8	5	0
CCOC(=O)C1CCCN(C(=O)C2CCCN(S(C)(=O)=O)C2)C1 (stereo unspecified)	-5	1.1	.	2	107	.	6	7	11
Cn1c(=O)c2c(nc(SCc3ccccc3)n2Cc2ccc(Cl)cc2)n(C)c1=O	-6	1.1	.	12	88	.	1	6[fluorescence artefact?]	-6
CCN(CC)CCCNC(=O)C1CCCN(c2nnc(N3CCCC3=O)s2)C1 (stereo unspecified)	-1	1.1	1	4	107[fluorescence artefact?]	1	9	-12	-4
CSc1nc(C)c2cc(C)oc2n1	.	1	-16	.	105	0	9	5	1[fluorescence artefact?]
Cn1ccnc1C(O)(c1nnc(-c2ccccc2)o1)C(F)(F)F (stereo unspecified)	10	1.2	-13	-10	.	-3	.	.	.
Nc1nnnn1/N=C/C=C/c1ccccc1	.	1.2	4	.	174	-3	0	5	-9[fluorescence artefact?]
Cc1ccc(S(=O)(=O)N2CCCC2C(=O)OCc2ccco2)cc1 (stereo unspecified)	7	1.1	18	-4	138[fluorescence artefact?]	6	3	21	9
Clc1ccc(-n2ncc3c(NCc4cccs4)ncnc32)cc1	.	1.6	.	.	134	.	-2	-7	0
Cc1ccccc1N=C(NOCc1ccc(Cl)cc1Cl)c1nonc1N	-6	1.2	32	6	89	1	5	1	12
COc1ccc(C(=S)Nc2ccc(C)cc2)cc1	-1	.	-9	4	.	-2	.	.	.
Other results follow.
SMILES	sEH inh	MT1-MMP txn act	Mac1 fbg inh	sEH act	ERa coact pot	Mac1 fbg enh	Calb biofilm kill	ERb SRC1 inh	Smad3 inh
COc1ccc(CCN(Cc2nc3ccccc3c(=O)[nH]2)C(=O)c2ccco2)cc1	5	1	-11	-3	113	6	0	3[fluorescence artefact?]	11
Cc1ccc(C2CC(c3ccccc3)n3ncnc3N2)cc1 (stereo unspecified)	.	1	0	.	108[fluorescence artefact?]	1	9	-9[fluorescence artefact?]	13
CC1=C(C(=O)NCc2ccccc2)C(c2ccccc2OCC(N)=O)NC(=O)N1 (stereo unspecified)	0	.	.	0	108	.	1	0	-5
Nc1nnc(CC2=CCCCC2)s1	10	1	-27	-5	124	84	4	-5	-2
CCOC(=O)CC(NC(=O)c1cccs1)c1ccc(OCC)cc1 (stereo unspecified)	7	1.1	.	-8	94	.	6	4	2
CCCc1cc2c(cc1NS(=O)(=O)c1ccc(CCNC(C)=O)cc1)OCO2	-4	1.1	1	6	121	-6	-3	-2	-5
CCc1ccc(NC(=O)c2onc(C)c2Cl)cc1	37	.	-5	-37	115	-1	6	3	-9
COc1ccccc1C1CN(c2ccc(F)cc2F)N=C1c1cccs1 (stereo unspecified)	-35	1	11	38*	95	3	6	-4	11
Cc1ccc(C)c(OCCCCn2cnc3ccccc3c2=O)c1	2	.	-5	-4	.	-1	.	.	.
CCC(=O)N1CCc2cc(S(=O)(=O)NC(C(=O)NC(C)c3ccccc3)C(C)C)ccc21 (stereo unspecified)	2	1.2	-1	-1	150[fluorescence artefact?]	0	2	-7	2
CSc1nnc(Cc2cc(=O)[nH]c(=O)[nH]2)n1-c1cccc(C)c1	-4	1.1	-8	2	125[fluorescence artefact?]	2	-1	-13	-2
Cc1ccc(NC(=O)CCc2c(C)nc3ncnn3c2C)cc1	6	1	.	-6	113	.	4	3	4
COc1ccc(-c2nc(C3CCCCC3)no2)cc1OC	13	.	12	-15	.	4	.	.	.
CC1Cc2ccccc2N1C(=O)C12CCC(C)(C(=O)C1)C2(C)C (stereo unspecified)	-2	1.1	-27	4	110[fluorescence artefact?]	-6	4	5	6
O=C(NCCc1ccccc1)c1cccs1	7	.	2	-6	109	-3	7	-5	-11
COc1ccc(OCC(=O)N2CCN(c3cccc(Cl)c3)CC2)cc1	-11	.	10	11	81	-3	-2	-1[fluorescence artefact?]	-14
COc1ccc(-n2nc(C(=O)NCc3ccco3)c3c4ccccc4n(C)c3c2=O)cc1Cl	.	1.3	4	.	109	-1	3	-1	3
Nc1cc(-c2ccccc2)nn1S(=O)(=O)c1ccc(F)cc1	-6	.	63*	3	97	-2	7	-5	9
c1ccc(-n2c(-c3ccncc3)nnc2-c2cccs2)cc1	-7	1.1	-6	5	109	-1	2	4	3
Cc1noc(NS(=O)(=O)c2ccc(NC(=O)CSc3nc4ccccc4[nH]3)cc2)c1C	4	1.1	-18	-6	116	0	3	0	-5
COc1ccc(NC(=O)C2C3C=CC(O3)C2C(=O)NCc2cccnc2)cc1 (stereo unspecified)	-10	.	-14	10	.	-1	.	.	.
Cn1c(SCc2nc(-c3cccs3)no2)nnc1C1CCCCC1	11	1.4	-21	-6	115	4	-1	-10	-9
COc1cccc(-n2c(CNc3ccc(F)cc3)nnc2SCC(N)=O)c1	-10	1	-3	10	139	-2	2	-5[fluorescence artefact?]	10
Cc1csc(SCC(=O)O)n1	5	1.1	-27	-6	107	-3	9	-2[fluorescence artefact?]	3

Some of the compounds tested. The share of hits here may be higher or lower than overall.
